Compound activity from PubChem BioAssay.
S3 lipid droplet: qHTS Assay for Lipid Storage Modulators in Drosophila S3 Cells | Drosophila S3 cells, BODIPY lipid droplet fluorescence, 18-24 h; cells fed with added oleic acid | Potency in µM for hits, for the others lipid storage change, negative = inhibition, % at the top dose, mostly 46.1 µM | 320,000 compounds, 0.64% hits; active = well fitted inhibition curve with a large enough effect in the signal ratio, with a control signal flat, not every such curve was filed as active; inconclusive = small, poorly fitted or top-dose-only effect, or effect the other way, or a change in a side signal; the % refers to the signal ratio
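Drosophila S3 cells got compounds at several concentrations plus oleic acid (400 uM solution). Laser-scanning cytometry with 488 nm excitation read lipid droplets at 500-530 nm and cells at 575-640 nm. Percent activity was relative to 20 uM Triacsin C.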
S3 lipid droplet cell count max: also measured in S3 lipid droplet; calls as there; cell number change, %; measured here: cell count max response;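 cells counted by Cell Tracker Red CMTPX staining in the red channel; peak over a dose series mostly up to 46.1 µM; percent activity relative to internal control wells on each plate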
The depositor's hits bear a star; i = inactive; u = inconclusive; x = not tested or not shown. % is scaled to controls: 0 for no effect and ±100 for the full control effect; potency is read from the fitted curve at half-maximal effect. These rows are one share of the data. The share of hits here may be higher or lower than overall.

#1 Cc1cccc(N2CCN(C(=O)C3CC(=O)N(c4ccc5c(c4)OCCO5)C3)CC2C)c1 (stereo unspecified)
  S3 lipid droplet: 6.2%
  S3 lipid droplet cell count max: -0.2

#2 CCCOc1ccc(N2CC(C(=O)Nc3ccccc3F)CC2=O)cc1 (stereo unspecified)
  S3 lipid droplet: u
  S3 lipid droplet cell count max: x

#3 O=C(COc1ccc(Cl)cc1Cl)NN=C1c2ccccc2-c2ccccc21
  S3 lipid droplet: u
  S3 lipid droplet cell count max: x

#4 Cc1ccc(-c2nnc(Nc3ccc(C(=O)N(C)C)cc3)c3ccccc23)cc1S(=O)(=O)NC(C)(C)CO
  S3 lipid droplet: -12.4%
  S3 lipid droplet cell count max: -8.3

#5 CCOC(=O)N1CCN(C(=O)c2cn(C)c(=O)c3c2c2ccccc2n3C)CC1
  S3 lipid droplet: i
  S3 lipid droplet cell count max: 21.7

#6 Cc1ccc2sc(-c3ccc(NC(=O)/C=C\C(=O)O)cc3)nc2c1
  S3 lipid droplet: 2.2%
  S3 lipid droplet cell count max: 7.4

#7 O=C(CSc1nnc(CNC(=O)C23CC4CC(CC(C4)C2)C3)n1-c1ccc(F)cc1)Nc1ccc(F)cc1
  S3 lipid droplet: u
  S3 lipid droplet cell count max: x

#8 O=C(O)CSCC(=O)NCc1ccc(Cl)cc1
  S3 lipid droplet: 2.0%
  S3 lipid droplet cell count max: 11.5

#9 COc1cc(C#N)ccc1OC(=O)C1CCN(C(=O)c2ccc(F)cc2)CC1
  S3 lipid droplet: u
  S3 lipid droplet cell count max: x

#10 COc1ccc(C(=O)N2CCN(c3c(C)cccc3C)CC2)cc1OC
  S3 lipid droplet: u
  S3 lipid droplet cell count max: x

#11 CCOc1ccc(NC(=O)CN(C2CCCCC2)S(C)(=O)=O)cc1
  S3 lipid droplet: u
  S3 lipid droplet cell count max: x

#12 CCCn1c(SCC(=O)Nc2cccc(C)n2)nc2c1c(=O)n(C)c(=O)n2C
  S3 lipid droplet: 7.0%
  S3 lipid droplet cell count max: 1.6

#13 COc1ccc(-n2nc(C(=O)NCC(=O)NCc3cccc(F)c3)c3ccccc3c2=O)cc1Cl
  S3 lipid droplet: u
  S3 lipid droplet cell count max: x

#14 Cc1cc2[nH]c(=O)c(=O)[nH]c2cc1S(=O)(=O)Nc1cccc(Cl)c1
  S3 lipid droplet: i
  S3 lipid droplet cell count max: -8.3

#15 Cc1ccc(C(=O)Nc2cccc(C(F)(F)F)c2)cc1NC(=O)c1nccn1C
  S3 lipid droplet: u
  S3 lipid droplet cell count max: x

#16 CCOC(=O)CSc1nnc(NC(=O)C2CC(=O)N(c3ccc(F)cc3)C2)s1 (stereo unspecified)
  S3 lipid droplet: -17.5%
  S3 lipid droplet cell count max: 9.8

#17 CCOc1ccc(S(=O)(=O)N(CC)CC(=O)NCc2cccnc2)cc1
  S3 lipid droplet: i
  S3 lipid droplet cell count max: 2.2

#18 CC(C)Oc1cccc(C(=O)NC(=S)Nc2cccc(NC(=O)c3ccccc3Cl)c2)c1
  S3 lipid droplet: u
  S3 lipid droplet cell count max: x

#19 Cc1cc2c3c(c1C)C1(C(=O)N3C(C)(C)CC2C)C(C#N)=C(N)OC2=C1C(=O)CC(C)(C)C2 (stereo unspecified)
  S3 lipid droplet: -19.5%
  S3 lipid droplet cell count max: -24.8

#20 O=C(Oc1coc(CSc2ncccn2)cc1=O)c1cccs1
  S3 lipid droplet: -1.4%
  S3 lipid droplet cell count max: -1.2

#21 CC1CCCCN1C(=O)COC(=O)C1CCN(S(=O)(=O)c2c(Cl)cccc2Cl)CC1 (stereo unspecified)
  S3 lipid droplet: -21.3%
  S3 lipid droplet cell count max: 7.0

#22 Cc1cccc(N2CCN(Cc3nc(-c4cccc(Cl)c4)oc3C)CC2)n1
  S3 lipid droplet: u
  S3 lipid droplet cell count max: x

#23 COc1ccc(-c2nn(-c3ccccc3)cc2C(=O)N/N=C/c2ccc([N+](=O)[O-])o2)cc1
  S3 lipid droplet: -10.0%
  S3 lipid droplet cell count max: 17.1

#24 Cc1cccn2c(=O)c3cc(C(=O)NC4CCCC4)n(C)c3nc12
  S3 lipid droplet: u
  S3 lipid droplet cell count max: x

#25 CSc1nc(C)c2c(n1)N(c1ccc(C(F)(F)F)cc1)CC2
  S3 lipid droplet: u
  S3 lipid droplet cell count max: x

Gathered by group, the entries above with a cyano group.
#9 COc1cc(C#N)ccc1OC(=O)C1CCN(C(=O)c2ccc(F)cc2)CC1
  S3 lipid droplet: u
  S3 lipid droplet cell count max: x

#19 Cc1cc2c3c(c1C)C1(C(=O)N3C(C)(C)CC2C)C(C#N)=C(N)OC2=C1C(=O)CC(C)(C)C2 (stereo unspecified)
  S3 lipid droplet: -19.5%
  S3 lipid droplet cell count max: -24.8

Next section
#26 COCCN(C(=O)COC(=O)C1(C)CC1(Cl)Cl)c1c(N)n(Cc2ccccc2)c(=O)[nH]c1=O (stereo unspecified)
  S3 lipid droplet: i
  S3 lipid droplet cell count max: -19.1

#27 COc1ccccc1N(CC(O)CN1CCCC1)S(=O)(=O)c1ccccc1 (stereo unspecified)
  S3 lipid droplet: i
  S3 lipid droplet cell count max: -4.8

#28 O=S(=O)(c1cnc[nH]1)N1CCN(c2ccc(F)cc2)CC1
  S3 lipid droplet: 13.3%
  S3 lipid droplet cell count max: 0.0

#29 Cc1cc(C)c(S(=O)(=O)N2CCOC2CNC(=O)C(=O)NCc2cccnc2)c(C)c1 (stereo unspecified)
  S3 lipid droplet: u
  S3 lipid droplet cell count max: x

#30 CCn1cc(C2=NCCO2)c2ccccc21
  S3 lipid droplet: u
  S3 lipid droplet cell count max: x

#31 Cc1ccc(C(=O)NCCC2=CCCCC2)cc1S(=O)(=O)N1CCCCC1
  S3 lipid droplet: u
  S3 lipid droplet cell count max: x

#32 CCOc1ccc(C(C)=O)cc1COC(=O)c1ccc2c(c1)NC(=O)CS2
  S3 lipid droplet: u
  S3 lipid droplet cell count max: x

#33 Cc1ccc2oc(=O)c3cnn(CC(=O)N4CCCCCC4)c3c2c1
  S3 lipid droplet: 6.6%
  S3 lipid droplet cell count max: 6.3

#34 CC12CCC(C(=O)NCc3ccc(Cl)cc3)(OC1=O)C2(C)C (stereo unspecified)
  S3 lipid droplet: u
  S3 lipid droplet cell count max: x

#35 CCOC(=O)N1CCN(C(=O)c2cn(CC)c3ccc(S(=O)(=O)N4CCCC4)cc3c2=O)CC1
  S3 lipid droplet: -1.3%
  S3 lipid droplet cell count max: 0.8

#36 Cc1cccc(N(NC(=O)C(C)(C)O)C(=O)c2ccccc2)c1
  S3 lipid droplet: -3.6%
  S3 lipid droplet cell count max: 7.7

#37 COc1cccc(-c2cc(C(F)(F)F)nc(N3CCN(c4ccccc4)CC3)n2)c1
  S3 lipid droplet: i
  S3 lipid droplet cell count max: x

#38 COc1ccc(/C(N)=N/OC(=O)C2CCC(=O)N2S(=O)(=O)c2ccc(C)cc2)cc1OC (stereo unspecified)
  S3 lipid droplet: u
  S3 lipid droplet cell count max: x

#39 CCCCOC(=O)c1cccc(NC(=O)CC)c1
  S3 lipid droplet: -2.6%
  S3 lipid droplet cell count max: -8.4

#40 COc1cc(NC(=O)CN2C(=O)NC(C)(CC(C)C)C2=O)cc(OC)c1 (stereo unspecified)
  S3 lipid droplet: u
  S3 lipid droplet cell count max: x

#41 COc1ccc(C(CC(=O)c2ccc(C)cc2)Nc2ccc([N+](=O)[O-])cc2)cc1 (stereo unspecified)
  S3 lipid droplet: u
  S3 lipid droplet cell count max: x

#42 CCn1c(=O)c2sccc2n2c(CCCC(=O)N3CCN(c4ccccn4)CC3)nnc12
  S3 lipid droplet: 23.1µM*
  S3 lipid droplet cell count max: -5.7*

#43 O=C(CCn1c(=S)oc2ccccc21)NC1CCCCCCC1
  S3 lipid droplet: 11.7%
  S3 lipid droplet cell count max: x

#44 CC1Oc2ccccc2N(Cc2cccc(F)c2)C1=O (stereo unspecified)
  S3 lipid droplet: -6.0%
  S3 lipid droplet cell count max: 13.9

#45 COCCN1Cc2cccc(C(=O)Nc3cc(C)cc(C)c3)c2C1=O
  S3 lipid droplet: 3.7%
  S3 lipid droplet cell count max: -25.3

#46 Cc1ccc2nc(C)c(C(=O)N/N=C/c3cccs3)cc2c1
  S3 lipid droplet: u
  S3 lipid droplet cell count max: x

#47 COc1ccc(NC(=O)Nc2ccc(F)cc2F)c(C)c1
  S3 lipid droplet: u
  S3 lipid droplet cell count max: x

#48 COC(=O)c1ccccc1NC(=O)CC(=O)Nc1ccccc1C(=O)OC
  S3 lipid droplet: -1.1%
  S3 lipid droplet cell count max: 20.0

#49 COc1cc(Cl)c(C)cc1NC(=O)CN1C(=O)C2CCCCC2C1=O (stereo unspecified)
  S3 lipid droplet: u
  S3 lipid droplet cell count max: x

#50 CCc1cc(C(=O)OC)c(NC(=O)CCC(=O)O)s1
  S3 lipid droplet: i
  S3 lipid droplet cell count max: x

(next part)
The line under a structure holds: S3 lipid droplet, S3 lipid droplet cell count max
51) Cc1nc(CS(=O)(=O)c2ccccn2)sc1C(=O)NNC(=O)c1c(F)cccc1Cl
  -0.4%, x
52) O=C1Nc2ccc([N+](=O)[O-])cc2C1=Nc1cccc(CO)c1
  u, x
53) CC(=O)c1cc(OC(=O)c2ccncc2)ccc1OC(=O)c1ccncc1
  u, x
54) COc1ccccc1C(=O)Nc1ccc2c(c1)nc(CN1CCCCC1)n2C
  u, x
55) C[C@H](NC(=O)NCc1cccs1)C(=O)O
  u, x
56) CCCCNc1cc(C)nc(N2CCOCC2)n1
  u, x
57) COC(=O)c1c(N2C(=O)CCC2=O)sc2c1CCCC2
  u, x
58) CCOC(=O)c1cnn(-c2ccccc2)c1NC(=O)c1cccs1
  -7.6%, -12.6
59) CCCC[C@@H]1CN=C(N)N1CCc1cc(C(F)(F)F)cc(C(F)(F)F)c1
  u, x
60) CCCCN(C)C(=O)C1CCN(c2ccc(S(=O)(=O)N3CCOCC3)cc2[N+](=O)[O-])CC1
  u, x

Part of the list above, with the structure last.
# | S3 lipid droplet | S3 lipid droplet cell count max | molecule
54 | u | x | COc1ccccc1C(=O)Nc1ccc2c(c1)nc(CN1CCCCC1)n2C
55 | u | x | C[C@H](NC(=O)NCc1cccs1)C(=O)O
56 | u | x | CCCCNc1cc(C)nc(N2CCOCC2)n1

Further entries
The line under a structure holds: S3 lipid droplet, S3 lipid droplet cell count max
61) CC(=O)N1CCN(c2ccccc2NC(=S)NC(=O)c2cc3ccccc3o2)CC1
  u, x
62) C#CCOCCOCCOCCNc1nc(N2CCN(C(=O)[C@H]([C@@H](C)CC)n3cc(CCCN=C(N)N)nn3)CC2)nc(N2CCN(C(=O)[C@H](CCCCN)n3cc(CCC(=O)O)nn3)CC2)n1
  -10.8%, -13.7
63) O=C(O)c1ccc(NC(CSCc2ccc(F)cc2)C(=O)O)c([N+](=O)[O-])c1 (stereo unspecified)
  u, x
64) COc1ccc(C(=O)C2CCN(CC(=O)Nc3cc(C)cc(C)c3)CC2)cc1
  u, x
65) CC(C)NCC(O)COC1CCC(C(C)(C)C)CC1 (stereo unspecified)
  5.4%, 1.6
66) CCOc1ccc(NC(=O)CC2C(=O)N(CC)C(=S)N2CCN2CCOCC2)cc1 (stereo unspecified)
  -29.1%, -37.7
67) Cc1nn(C(C)C(=O)NCc2ccco2)c(=O)c2nn(-c3ccccc3)c(C)c12 (stereo unspecified)
  u, x
68) O=C(CN1CCCCCC1)Nc1ccc(S(=O)(=O)N2CCCCC2)cc1
  u, x
69) O=C(CCn1c(=O)c2ccccc2n(Cc2cc(=O)n3ccccc3n2)c1=O)NCc1ccco1
  8.9%, x

A different layout for part of the listing above:
entry | smiles | S3 lipid droplet | S3 lipid droplet cell count max
18 | CC(C)Oc1cccc(C(=O)NC(=S)Nc2cccc(NC(=O)c3ccccc3Cl)c2)c1 | u | x
19 | Cc1cc2c3c(c1C)C1(C(=O)N3C(C)(C)CC2C)C(C#N)=C(N)OC2=C1C(=O)CC(C)(C)C2 (stereo unspecified) | -19.5% | -24.8
20 | O=C(Oc1coc(CSc2ncccn2)cc1=O)c1cccs1 | -1.4% | -1.2
21 | CC1CCCCN1C(=O)COC(=O)C1CCN(S(=O)(=O)c2c(Cl)cccc2Cl)CC1 (stereo unspecified) | -21.3% | 7.0
22 | Cc1cccc(N2CCN(Cc3nc(-c4cccc(Cl)c4)oc3C)CC2)n1 | u | x
